NR3A LBD binder = modulates the human NR3A ligand-binding domain. AID 1259313. NR3A LBD differential scanning fluorimetry, Tm shift; 0% = protein alone, 100% = glycine-bound protein. Tm shift relative to glycine control, % at 25 µM. 340,000 compounds, 2.5% hits;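 active = melting temperature shift of at least 10% of the positive control shift, at one fixed dose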
A3A deaminase = blocks human APOBEC3A ssDNA deamination; recombinant A3A, FAM/TAMRA ssDNA deamination fluorescence; inhibition, % at 20 µM; 330,000 compounds, 0.41% hits;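 active = at least 40% inhibition at 20 µM here, with at most 30% in a related deaminase screen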;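 note: plate controls were A3A with DMSO for no effect and wells lacking A3A enzyme for full effect; some results filed as inactive read as strong as hits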
EBI2 antag = antagonists of human EBI2 receptor; P32249; inhibition, % at 5 µM; 360,000 compounds, 0.81% hits; EBI2 beta-arrestin recruitment, luminescence, 7a,25-OHC stimulated; in the data active = inhibition above about 38%;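 note: enzyme fragment complementation signal reports receptor beta-arrestin coupling in cells; 0% = agonist plus DMSO wells and 100% = wells without agonist; some results beyond the cut were filed as inactive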
Target sequence (P32249 whole entry, looked up, the tested form may be a part): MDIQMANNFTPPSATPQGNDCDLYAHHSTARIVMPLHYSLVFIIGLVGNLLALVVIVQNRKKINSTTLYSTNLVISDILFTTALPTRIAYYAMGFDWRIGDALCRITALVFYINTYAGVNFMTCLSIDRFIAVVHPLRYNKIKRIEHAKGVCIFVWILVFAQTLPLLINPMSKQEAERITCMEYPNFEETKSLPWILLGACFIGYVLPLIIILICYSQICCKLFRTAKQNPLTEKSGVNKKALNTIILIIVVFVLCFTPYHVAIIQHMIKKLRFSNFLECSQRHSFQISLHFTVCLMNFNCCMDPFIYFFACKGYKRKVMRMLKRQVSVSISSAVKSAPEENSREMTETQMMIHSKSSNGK
A3G deaminase = APOBEC3G (human) deaminase inhibition | Q9HC16 | recombinant A3G, ssDNA deamination FAM/TAMRA fluorescence | inhibition, % at 20 µM | 330,000 compounds, 0.28% hits | AID 493012;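 active = inhibition of at least 40% at 20 µM, with no more than 30% in the related APOBEC3A deaminase screen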;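 note: plate controls were DMSO wells with A3G for no effect and wells lacking A3G enzyme for full effect; some compounds called inactive have numbers as strong as hits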
Target sequence (Q9HC16 whole entry, looked up): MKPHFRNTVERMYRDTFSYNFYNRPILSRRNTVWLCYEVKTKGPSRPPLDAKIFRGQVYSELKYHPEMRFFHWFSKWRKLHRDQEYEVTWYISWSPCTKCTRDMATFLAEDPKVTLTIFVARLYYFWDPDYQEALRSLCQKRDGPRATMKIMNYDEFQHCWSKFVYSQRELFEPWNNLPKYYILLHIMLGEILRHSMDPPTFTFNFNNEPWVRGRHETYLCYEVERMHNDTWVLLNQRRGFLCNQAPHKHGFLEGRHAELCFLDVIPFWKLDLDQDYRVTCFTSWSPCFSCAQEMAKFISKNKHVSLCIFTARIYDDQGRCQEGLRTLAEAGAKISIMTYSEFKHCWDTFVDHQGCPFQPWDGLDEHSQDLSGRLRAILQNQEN
CCR6 antag = CCR6 (human) receptor antagonism; CHO-K1 CCR6 PathHunter beta-arrestin, luminescence, CCL20-stimulated; inhibition, % at 20 µM; 340,000 compounds, 0.49% hits; AID 493098;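 active = compounds whose inhibition of the agonist-driven luminescence signal at 20 µM reaches about 50%, limit read from the data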;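 note: cells stimulated with CCL20 at 14 nM final; plate controls were DMSO with CCL20 for no effect and DMSO without agonist for full effect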
Target sequence (P51684 whole entry, looked up): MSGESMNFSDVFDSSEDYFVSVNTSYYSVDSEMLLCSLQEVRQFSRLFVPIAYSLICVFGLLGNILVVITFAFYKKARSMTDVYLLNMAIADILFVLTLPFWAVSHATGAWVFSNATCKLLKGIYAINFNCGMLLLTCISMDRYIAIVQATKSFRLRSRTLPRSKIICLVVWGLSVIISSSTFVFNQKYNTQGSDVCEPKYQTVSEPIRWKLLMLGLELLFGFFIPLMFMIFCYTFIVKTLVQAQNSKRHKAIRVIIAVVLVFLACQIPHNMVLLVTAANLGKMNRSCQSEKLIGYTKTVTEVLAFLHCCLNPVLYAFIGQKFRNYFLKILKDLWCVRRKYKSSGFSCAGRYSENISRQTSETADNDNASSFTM
MPTP inh = inhibitors of mitochondrial permeability transition pore; isolated mouse mitochondria, Ca2+ swelling absorbance, 30 min; inhibition, % at 10 µM; 360,000 compounds, 1.4% hits; AID 602449;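 active = inhibition of 50% or more, scaled per plate between neutral and stimulator controls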;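 note: 0% = DMSO wells given calcium and 100% = 1 mM EGTA wells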
CXCR6 inh = CXCR6 (human) receptor inhibition; O00574; CHO-K1 PathHunter CXCR6 beta-arrestin, luminescence; inhibition, % at 20 µM; 360,000 compounds, 0.36% hits; in the data active = inhibition above about 34%, passing the limit was not always enough;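 note: antagonist mode with CXCL16 agonist at 10 nM final; 0% = 10 nM CXCL16 with DMSO and 100% = unstimulated wells without agonist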
Gli-Sufu antag = blocks Gli-Sufu signaling in a luciferase reporter | inhibition, % at 5 µM | Sufu-KO-LIGHT fibroblasts, Gli luciferase reporter luminescence | 340,000 compounds, 0.74% hits;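 active = inhibition above about 55%, limit read from the data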;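 note: 0% = DMSO-treated cells and 100% = wells with medium but no cells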
* hit, by the source's call; / = not tested or not shown.

SMILES	NR3A LBD binder	A3A deaminase	EBI2 antag	A3G deaminase	CCR6 antag	MPTP inh	CXCR6 inh	Gli-Sufu antag
O=C(c1cccc(C(F)(F)F)c1)C1CCCN(Cc2ccc(OCCO)cc2)C1 (centres undefined)	-1	3	4	5	22	-2.2	-2	21
COc1ccc(C=O)cc1OC(=O)C1(C)Cc2ccccc2C(=O)O1 (centres undefined)	0	-2	-9	-3	4	-1.5	4	-4
CCOc1ccc(C(=O)CC(Sc2ccc(C)cc2)C(=O)O)cc1 (centres undefined)	-3	0	-2	0	1	0.1	-6	3
CC1(C)CC(=O)C2=C(C1)OC(N)=C(C#N)C2c1cn(-c2ccccc2)nc1-c1ccccc1 (centres undefined)	-4	2	9	-5	9	0.0	4	-14
COc1ccc(C(=O)NCC(=O)NCC(=O)OCC(=O)c2cccs2)cc1	2	0	-14	-1	3	7.6	-8	-3
CCOc1ccc(/C(O)=C2/C(=O)C(=O)N(c3ncccn3)C2c2ccc(Cl)cc2)cc1 (centres undefined)	1	-1	4	-2	4	1.8	-6	5
COc1cc(OC)cc(C(=O)Nc2cccc(NC(=O)c3cc(OC)cc(OC)c3)n2)c1	-9	2	-35	4	-8	4.4	5	-2
Cc1cc(C)c2[nH]c(=O)c(C(c3nnnn3C(C)(C)C)N(Cc3ccco3)CC3CCCO3)cc2c1 (centres undefined)	-1	1	12	-3	0	0.4	6	13
CN(Cc1ccccc1)S(=O)(=O)c1ccc2[nH]c(=O)ccc2c1	-4	8	-2	3	8	0.8	4	3
O=C(CCS(=O)(=O)c1ccc(Br)cc1)N1CCN(Cc2ccccc2)CC1	-1	-3	-3	-9	19	-0.2	-3	2
Cc1ccc(C(=O)Nc2ccc3c(c2)OCO3)cc1S(=O)(=O)N1CCOCC1	-1	0	-16	-3	12	0.0	-3	-23
C/C(CC(=O)NCc1ccco1)=N\NC(=O)c1ccc([N+](=O)[O-])cc1Cl	-2	1	-9	-4	-4	0.0	-13	4
N#CC1=C2SC=C(c3ccc(Br)cc3)N2CCCC1=O	0	-2	30	-8	-9	0.1	4	-66
O=C(CN1CCCC1)Nc1nc(-c2ccc3c(c2)CCN3C(=O)c2ccccc2F)cs1	-1	-2	11	-3	5	2.2	-6	-23
O=C(Cn1cnc2ccccc2c1=O)N1CCN(Cc2ccccc2)CC1	1	-3	-2	-1	-3	-1.4	19	-13
O=C(Nc1ccc(Cl)cc1[N+](=O)[O-])c1ccc2c(c1)OCCO2	2	-3	-2	-4	-1	0.6	-5	-99
CN(C(=O)c1ccco1)c1nc(-c2ccc(Cl)cc2)cs1	-2	-6	12	-7	2	2.3	0	-32
CC1CN=C2C(C(=O)Nc3ccccc3)=C(O)CC(c3ccccc3)N21 (centres undefined)	2	-1	1	-6	3	0.2	2	14
CCCN1CCN(C(=O)C2CCN(S(=O)(=O)c3c(C)noc3/C=C/c3ccc(C)cc3)CC2)CC1	-1	-2	16	-1	7	-2.3	8	17
COc1ccc(C(=O)COC(=O)CN2CC(=O)Oc3ccccc32)cc1Br	-15	0	-6	1	1	-0.7	-6	-1
CC(C)C12CN3CC(C(C)C)(CN(C1)C3c1ccc3c(c1)OCO3)C2=O (centres undefined)	0	1	11	-1	14	0.7	-6	3
COc1cccc(Oc2cc(NN3CCCCC3)c([N+](=O)[O-])cc2[N+](=O)[O-])c1OC	-7	6	24	0	17	0.4	-2	-4
N#C/C(=C\c1c[nH]c2ccccc12)C(N)=O	-4	-3	4	-7	-3	0.3	-8	-2
Cc1ccsc1C(=O)N1CCCC(N2CCN(c3cccc(Cl)c3)CC2)C1 (centres undefined)	-1	-1	3	-10	24	0.6	6	14
CC(C)CCN1CCN(Cc2cccc3cccnc23)CC1CCO (centres undefined)	-2	1	15	2	12	2.6	5	22
Cc1ccc(-c2nnc3n2N=C(c2ccccc2Br)CS3)cc1	1	-3	14	-7	17	0.4	6	6
CCOC(=O)N1CCN(CC(O)COc2cc(C)cc(C)c2)CC1 (centres undefined)	2	-3	-6	-6	11	-0.2	-2	1
CN(C(=O)c1ccc(Cl)c([N+](=O)[O-])c1)C1(C)CCS(=O)(=O)C1 (centres undefined)	/	-1	-6	-3	4	-1.2	2	2
Cc1cc(C)c(NC(=O)C2CC3CCC2C3)c(C)c1 (centres undefined)	-1	1	-12	-6	9	0.0	2	-5
CCCCS(=O)c1c(O)c2ccccc2[nH]c1=O (centres undefined)	0	2	-3	1	-8	-7.5	-1	-1
CCOc1ccc(C(=O)NCCC(=O)N2CCC3(CC2)NCCc2[nH]cnc23)cc1OCC	2	-5	0	-8	-2	-2.3	-2	-11
CC(NC(=S)NC1CCC(C(C)(C)C)CC1)c1ccccc1 (centres undefined)	6	-2	-2	-6	15	55*	15	24
COc1ccc(-n2nnnc2SCC(=O)NC2CCS(=O)(=O)C2)cc1 (centres undefined)	-1	-6	2	-7	7	-0.3	4	-2
COC(=O)CC(NC(=O)c1cccs1)c1ccc(OC)c(OC)c1 (centres undefined)	-1	-1	-4	-11	-5	-4.8	4	-2
Cc1ccc(/C=N/N=C2/NC(=O)CS2)o1	0	-3	-5	-3	-6	0.9	-10	-3
CCN(CCCNC(=O)CCn1c(=O)[nH]c2ccccc2c1=O)c1cccc(C)c1	3	-6	0	-6	21	-0.9	-9	0
Cc1cc(C(=O)NCCCN2CCCC2=O)no1	0	0	-5	-5	2	-1.0	-10	0
CCCCOC(=O)CCc1nc2ccccc2[nH]c1=O	-1	-4	-6	-2	5	-0.4	2	4
O=C(O)[C@H](Cc1ccccc1)NC(=O)N1CCN(c2cccc(C(F)(F)F)c2)CC1	2	2	-15	8	0	-0.3	-1	8
Cc1cccc(N2C(=O)c3ccc(C(=O)Nc4c[nH]c(=O)[nH]c4=O)cc3C2=O)c1	-2	-2	4	-4	7	-0.1	-1	6
O=C(NCC1CCN(c2ccc(S(=O)(=O)N3CCOCC3)cc2)CC1)Nc1ccccc1F	-2	0	2	0	13	-1.6	-6	-6
CC(C)CC(NS(=O)(=O)c1ccccc1)C(=O)O (centres undefined)	0	1	-8	-3	4	1.5	-3	-2
CSc1ccccc1OCc1cc(C(=O)N2CCN(Cc3nccn3C)CC2)no1	-2	0	-2	28	-2	-0.9	5	0
COc1cc(CN2CCN(CC3CC3)CC2CCO)cc(OC)c1 (centres undefined)	0	2	-7	-4	6	-0.5	-13	-4
CN(Cc1cccs1)C(=O)c1cccc(S(=O)(=O)N2CCCCCC2)c1	2	-2	-2	-8	4	-0.9	5	1
Cc1ccccc1-c1cc(C(=O)N2CCCC2)c2ccccc2n1	-2	1	10	-1	8	-0.6	4	8
COC(C[C@@H](O)C[C@@H](O)[C@@H](C)OCc1ccccc1)OC	0	-3	-6	-6	-11	-1.4	-9	-19
COc1nc(N/N=C/c2cc3c(cc2Br)OCO3)nc(N2CCOCC2)n1	1	-3	-2	-3	14	0.5	-5	8
O=C(NNC(=O)C1CC=CCC1)c1ccccc1O (centres undefined)	-1	-4	-1	-3	7	-0.7	-1	-4
O=C(COC(=O)c1cc(S(=O)(=O)N2CCOCC2)ccc1F)NC1CC1	-1	-3	0	-6	4	1.6	6	4
Cc1ccc(C)c(CN2CCC(CNC(=O)Nc3cccc(Cl)c3C)CC2)c1	4	4	20	4	0	-0.7	0	-29
Clc1ccc(Cn2nc(-c3ccccc3)nc2-c2ccccc2)cc1	-4	-2	3	-11	15	3.4	3	-32
O=C(CSc1nc2ccccc2s1)Nc1ccc(Cl)c(S(=O)(=O)N2CCOCC2)c1	5	1	10	-6	7	19	-2	8
Cc1nn(C)c(C)c1S(=O)(=O)N(CC(=O)Nc1nccs1)c1ccc(C(C)C)cc1	0	0	1	-5	13	-2.1	-3	-1
Cc1cccc(OC(=O)c2sc(Cl)nc2C)c1	-3	-1	6	-6	3	-0.9	-14	-23
CCCS(=O)(=O)N1CCN(C(=O)COc2ccc(OC)cc2)CC1	2	1	62*	-2	-8	-0.2	1	5
CCN(CC)c1ccc(/C=N/NC(=O)c2cccc(S(=O)(=O)N3CCOCC3)c2)cc1	-9	1	-2	-2	7	-0.8	-1	2
CCc1nn(CC(=O)N(C)C2CCCCC2)c(=O)c2cc3cc(C)ccc3n12	-6	-7	10	-5	17	-2.4	7	14
CCOC(=O)CSc1nc(-c2ccncc2)ccc1C#N	0	-1	7	-11	4	-2.3	-5	-58
CC(C(=O)O)n1nnc2ccccc21 (centres undefined)	2	-2	3	-1	-11	0.4	-18	5
New compounds follow:
SMILES	NR3A LBD binder	A3A deaminase	EBI2 antag	A3G deaminase	CCR6 antag	MPTP inh	CXCR6 inh	Gli-Sufu antag
CC(C)OC(=O)c1cccnc1N1CCN(c2cccc(Cl)c2)CC1	4	2	3	0	20	2.5	12	10
COc1ccc(CNS(=O)(=O)c2ccc(-c3ccc(=O)[nH]n3)o2)cc1	2	5	-6	1	-13	-1.6	-7	4
COc1ccc(NC(=O)OCC(C)C)cc1OC	-3	1	-3	-6	-35	-1.2	2	-42
COc1ccc(CC(=O)OCC(=O)Nc2c(C)n(C)n(-c3ccccc3)c2=O)cc1	0	-2	-10	-5	-10	0.5	-9	-23
CCOc1c(Br)cc(CNc2ccc(N3CCOCC3)cc2)cc1OC	-1	6	12	0	-9	8.5	-17	0
CCN(CC)c1ccc(S(=O)(=O)N2CCOCC2)cc1NC(=O)COC(=O)/C=C/c1ccccc1	-3	/	-23	/	12	-0.7	13	-2
COc1ccc(NC(=O)N2CCN(S(C)(=O)=O)CC2)cc1OC	1	2	-5	1	-11	1.3	4	-3
CCCOc1cccc(C2/C(=C(\O)c3ccc4c(c3)OCCO4)C(=O)C(=O)N2CCCn2ccnc2)c1 (centres undefined)	-1	-4	2	12	6	0.7	6	5
CCOC(=O)NC(=O)COC(=O)CNC(=O)c1cccc(OC)c1	-1	0	-4	-6	2	-0.6	-1	-4
Cc1ccc(-c2noc(CC(=O)c3ccc([N+](=O)[O-])cc3)n2)cc1	-10	/	-2	/	42	3.7	23	-8
O=C(CSc1nnc(-c2cccs2)o1)N1CCOCC1	1	/	-8	/	0	0.5	4	-5
CC1CC(C)CN(S(=O)(=O)N2CCCC(C(=O)NCCc3ccc(Cl)cc3)C2)C1 (centres undefined)	-2	3	57*	-2	22	-1.3	-2	6

Some of the entries so far, with values under each structure.
Below each SMILES – NR3A LBD binder, A3A deaminase, EBI2 antag, A3G deaminase, CCR6 antag, MPTP inh, CXCR6 inh, Gli-Sufu antag
- CC(C)OC(=O)c1cccnc1N1CCN(c2cccc(Cl)c2)CC1
 : 4, 2, 3, 0, 20, 2.5, 12, 10
- CC1CC(C)CN(S(=O)(=O)N2CCCC(C(=O)NCCc3ccc(Cl)cc3)C2)C1 (centres undefined)
 : -2, 3, 57*, -2, 22, -1.3, -2, 6
- COc1ccc(NC(=O)OCC(C)C)cc1OC
 : -3, 1, -3, -6, -35, -1.2, 2, -42

Next section:
SMILES	NR3A LBD binder	A3A deaminase	EBI2 antag	A3G deaminase	CCR6 antag	MPTP inh	CXCR6 inh	Gli-Sufu antag
CCc1cccc(NC(=O)C2CCCN(c3ncnc4c3nc3n4CCCCC3)C2)c1 (centres undefined)	-1	-4	15	-7	19	-0.1	4	-7
CC(C)(C)NC(=O)Cn1c(SCC(=O)Nc2nccs2)nc2ccccc21	-4	-2	-23	-7	3	-0.5	16	-44
Cc1ccccc1NC(=O)Cn1nnc(-c2ccc(N3CCOCC3)cc2)n1	-1	-1	15	-3	-12	1.8	3	-19
COc1ccc(C)cc1NC(=O)c1ccccc1NS(=O)(=O)c1cccc2cccnc12	9	-3	-2	-7	-5	-0.9	-2	-5
O=C(C1=C(O)C(=O)N(CC2CCCO2)C1c1ccc(Cl)cc1)c1ccco1 (centres undefined)	-2	-6	-5	-7	-3	-0.3	3	-11

One compound at a time, from the list above. Order of values: NR3A LBD binder	A3A deaminase	EBI2 antag	A3G deaminase	CCR6 antag	MPTP inh	CXCR6 inh	Gli-Sufu antag
Record of COc1ccc(C=O)cc1OC(=O)C1(C)Cc2ccccc2C(=O)O1 (centres undefined) = 0	-2	-9	-3	4	-1.5	4	-4
Record of CC(C)OC(=O)c1cccnc1N1CCN(c2cccc(Cl)c2)CC1 = 4	2	3	0	20	2.5	12	10
Record of Cc1cc(C(=O)NCCCN2CCCC2=O)no1 = 0	0	-5	-5	2	-1.0	-10	0

Bioassay records (PubChem)
